NTR1 agonist: agonists of NTR1, primary screen, imaging, U2OS cells, beta-arrestin-GFP, high content (AID 493036); P30989; activation, % at 20 µM; actives 0.17% (n = 330,000); NTR1-U2OS beta-arrestin-GFP spot imaging, agonist mode;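 active = activation at or above 40% of the spot to cytoplasm intensity ratio, with at least 20 cells analyzed; inconclusive = wells under 20 cells, flagged as cytotoxic or low count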;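 note: 0% = DMSO without peptide and 100% = 100 nM NTR1 peptide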
Target sequence (P30989 whole entry, looked up): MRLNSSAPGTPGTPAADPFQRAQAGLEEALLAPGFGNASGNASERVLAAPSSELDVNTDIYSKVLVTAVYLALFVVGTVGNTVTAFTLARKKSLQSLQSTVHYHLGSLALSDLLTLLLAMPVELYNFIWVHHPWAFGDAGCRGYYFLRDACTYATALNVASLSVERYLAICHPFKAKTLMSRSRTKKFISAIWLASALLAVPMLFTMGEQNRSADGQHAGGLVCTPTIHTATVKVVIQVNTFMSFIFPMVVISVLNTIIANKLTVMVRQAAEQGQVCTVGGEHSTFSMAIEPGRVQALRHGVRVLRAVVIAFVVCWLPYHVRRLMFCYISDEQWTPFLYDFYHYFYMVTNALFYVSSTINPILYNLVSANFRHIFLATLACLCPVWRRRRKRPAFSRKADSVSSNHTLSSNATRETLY
WT yeast gro inh: growth inhibition of WT yeast, mitochondrial fusion screen | actives 2.1% (n = 190,000) | mitochondrial fusion phenotypic screen, WT strain | inhibition, % at 10 µM; in the data active = inhibition above about 58%; tested in S. cerevisiae
UTI89 phage lysis: inhibition of K1F phage lysis, E. coli UTI89, bacterial capsule biogenesis inhibitors, alamar blue (AID 488966); E. coli UTI89 K1F phage lysis, alamar blue, 2 h; higher % means a stronger effect; inhibition, % at 100 µM, or IC50 in µM where a hit was titrated; actives 0.02% (n = 340,000);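 active = phage lysis inhibition, versus mean bacterial control, above a set limit; inconclusive = no clear call, values can overlap the other calls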;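 note: capsule biogenesis inhibitors block K1F phage lysis so surviving cells raise fluorescence; higher fluorescence means more inhibition of phage lysis; actives were called in the ten point dose series up to 300 µM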
GPR35 antagonists: GPR35 antagonists blocking zaprinast-driven arrestin recruitment, primary screen, imaging, U2OS, beta-arrestin-GFP, zaprinast agonist (AID 2058). U2OS GPR35 beta-arrestin-GFP translocation imaging, zaprinast antagonism; higher % means a stronger effect. actives 0.052% (n = 290,000). inhibition, % at 10 µM; hits with a dose series show IC50 in µM;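 active = inhibition of at least 50% with at least 30 cells and total cytoplasm GFP at most 10,000,000; inconclusive = under 30 cells or total GFP of 10,000,000 plus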
AID2073: disruptors of CaV2.2 binding to Mint1 – biochemical, HTRF (AID 2073); one-dose inhibition, % at 20 µM; IC50 in µM for titrated hits; actives 0.19% (n = 290,000); HTRF protein-protein interaction, Mint1-CaV2.2; higher % means a stronger effect; in the data active = inhibition mostly above about 51%, no sharp cut-off; inconclusive = no clear call, values can overlap the other calls; inactive = mostly below about 53%; note: some results filed as inactive read as strong as hits
NS5 inhibitors: Dengue-2 NS5 methyltransferase inhibitors, primary screen, biochemical, confirmation dose response (AID 588689) | Dengue-2 NS5 methyltransferase capping enzyme assay, biochemical; higher % means a stronger effect | inhibition, % at 25 µM, or IC50 in µM where a hit was titrated | actives 0.3% (n = 340,000); in the data active = a potency from the dose series; inconclusive = inhibition above about 29% without an active follow-up result
LYP inhibition: inhibitors of LYP phosphatase, biochemical, fluorescence intensity, uHTS (AID 1779); recombinant LYP phosphatase, fluorescence intensity; higher % means a stronger effect; inhibition, % at 11.5 µM; hits with a dose series show IC50 in µM; actives 0.054% (n = 290,000); in the data active = inhibition above about 50%;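 note: plate controls were vehicle with enzyme for no effect and no enzyme for full effect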
RSV antiviral HEp-2: inhibition of RSV-induced cytopathic effect – HEp-2 cells, primary 10 µM value included (AID 2391); HEp-2 cells, RSV-induced CPE inhibition; higher % means a stronger effect; CPE inhibition, % at 10 µM, or IC50 in µM where a hit was titrated; actives 0.13% (n = 310,000); in the data active = a potency from the dose series; inconclusive = CPE inhibition mostly from about 23% at the one dose, without a potency; inactive = the rest, 99 in 100 with CPE inhibition below about 21%; note: strong numbers were not always called active
Autophagy mod: autophagy modulation, high-content screen; MEF GFP-LC3 puncta imaging; test concentration mostly 10 µM; calls only at 10 µM (by protocol); actives 0.98% (n = 190,000); AID 463193;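 active = percentage of spot-positive cells more than 3 SD above its plate mean, without a fluorescence outlier flag or 80% toxicity; inconclusive = no clear call, values can overlap the other calls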;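 note: spot-positive cell cutoff set from DMSO-treated cells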
WT yeast gro inh mutant strain: second read-out of WT yeast gro inh, no call of its own (marks repeat the call); inhibition, %; mitochondrial fusion phenotypic screen, mutant strain inhibition
Autophagy mod cell loss 18 h: recorded beside Autophagy mod, whose call it bears; toxicity, %; measured here: cell loss, nuclei count;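 cell loss after 18 h compound exposure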
NTR1 agonist cell count 20 µM: further read-out of NTR1 agonist, marked with its call; cell count; measured here: cell count, cytotoxicity flag
NS5 inhibitors pilot replicate: second read-out of NS5 inhibitors, no call of its own (marks repeat the call); inhibition, %; measured here: pilot screen replicate inhibition
Starred values were filed as active, the others as inactive; i = inactive; ? = inconclusive; · = no result given; [ ] = dose if it differs, or a comment.

SMILES	NTR1 agonist	NTR1 agonist cell count 20 µM	WT yeast gro inh	WT yeast gro inh mutant strain	UTI89 phage lysis	GPR35 antagonists	AID2073	NS5 inhibitors	LYP inhibition	RSV antiviral HEp-2	Autophagy mod	Autophagy mod cell loss 18 h	others
O=C(c1cnn2c(C(F)(F)F)cc(-c3cccs3)nc12)N1CCN(C(c2ccccc2)c2ccccc2)CC1	5.4	42	3	7	0.3%	4%	18%	2%	5%	1.9%	i	6
CC(=O)CSc1nnc(-c2cnccn2)n1-c1ccccc1	·	·	-10	7	0.0%	-3%	37%	2%	2%	·	i	3
Cc1ccc(SCCCCN2CCNCC2)cc1	-0.4	97	0	13	0.0%	·	-7%	-10%	-4%	-1.4%	i	3
CCOC(=O)c1nc(N)c(C(=O)OCC)[nH]1	-0.8	63	9	10	-0.3%	13%	4%	0%	-12%	3.6%	i	0
CC(=O)NNc1nc(-c2ccc(NC(C)=O)cc2)cs1	-0.2	105	5	0	0.4%	11%	3%	-1%	-6%	1.4%	i	-12
COc1ccc(Oc2ccc(C(F)(F)F)cc2N)cc1	0.9	58	·	·	-0.8%	2%	0%	2%	-2%	2.1%	·	·
CCC(C(=O)OC)n1cnc2c(nnn2-c2ccc(C)cc2)c1=O (stereo not given)	1.8	97	·	·	2.0%	0%	4%	0%	-12%	3.6%	·	·
O=C1C2C3c4ccccc4C(c4ccccc43)[C@@H]2C(=O)N1c1cccnc1 (stereo not given in full)	1.5	45	-6	-5	1.4%[50 µM]	8%	2%	-6%	-9%	0.8%	i	-8
CCc1ccc(CN/C=C/C(=O)c2ccc(Br)cc2)cc1	2.3	53	51	7	0.2%	5%	23%	-4%	-3%	3.4%	i	6
COC(=O)C1=C(C)NC(=S)NC1c1ccco1 (stereo not given)	0.8	69	-5	1	0.0%	-4%	-1%	-3%	2%	-0.3%	i	10
CCN(CC)C(=O)c1[nH]cnc1C(=O)N[C@@H](C)C(=O)OC(C)(C)C	-1.8	93	8	3	0.7%	14%	13%	-17%	-3%	-0.6%	i	0
c1ccc2c(c1)CC1(CCCC1)N=C2N1CCOCC1	0.6	62	·	·	0.2%	0%	-2%	-7%	-7%	-1.3%	·	·
COc1ccc2nc(SC)c(C#N)cc2c1	2.9	60	-1	-2	0.4%	19%	22%	7%	-11%	8.2%	i	-5
O=C(CN1C(=O)c2ccc([N+](=O)[O-])cc2C1=O)Nc1cc(S(=O)(=O)N2CCOCC2)ccc1Cl	-0.3	69	·	·	-0.5%	·	·	4%	·	-2.5%	·	·
S=C(NCc1ccccc1Cl)Nc1ccccc1Cl	-1.0	56	46	26	-0.4%	8%	-9%	3%	6%	?	i	32
CC1=CC(C)C2C(=O)N(CCCN(C)C)C(=O)C2C1 (stereo not given)	1.7	35	-7	13	0.0%	-1%	-4%	-6%	-5%	1.2%	i	-2
c1ccc(Oc2ccc(-c3ccnc4nc(N5CCN(c6ccccc6)CC5)nn34)cc2)cc1	14	69	47	-9	0.6%	5%	?	4%	0%	?	i	12	NS5 inhibitors pilot replicate=-1.5
O=C(c1ccc(S(=O)(=O)N2CCOCC2)cc1)N1CCc2ccccc21	0.4	52	·	·	0.5%	0%	12%	-6%	-5%	-0.3%	·	·
Cc1ccc(F)c(NC(=O)CCc2ccccc2)c1	-5.1	81	-11	-12	2.6%	28%	1%	-6%	-6%	3.2%	i	-3
Cc1cccc(NC(=O)c2cccc(S(=O)(=O)NCc3ccccc3)c2)n1	-0.5	48	·	·	-0.4%[50 µM]	·	·	-4%	·	0.5%	·	·
COc1cc2c(cc1NC(=O)COC(=O)[C@@H](NS(=O)(=O)c1cccc(Cl)c1)C(C)C)oc1ccccc12	0.7	62	14	0	-0.5%	-8%	12%	7%	4%	13%	i	15
COc1ccc2oc(=O)c(-c3nc4ccccc4o3)cc2c1	1.1	89	-4	-15	-0.2%	1%	13%	-4%	-2%	1.5%	i	2
O=C(COc1cccc(Cl)c1)NNC(=S)Nc1ccccc1	-1.7	60	38	-2	0.9%	1%	-17%	-7%	-5%	1.6%	i	20
CSc1sc(C)cc1C1C(C#N)=C(N)N(c2cccnc2)C2=C1C(=O)CC(C)(C)C2 (stereo not given)	0.8	61	-17	-9	-0.5%	-5%	9%	4%	-5%	-0.7%	i	0
CCCCN(CCCC)C1=Nc2ccccc2N/C1=C(/C#N)C(=O)OCC	3.4	58	68*	-6.0*	4.6%[50 µM]	16%	3%	-21%	-1%	20%	i	6

The last 2 compounds of the part above are carried over, then new ones follow:
SMILES	NTR1 agonist	NTR1 agonist cell count 20 µM	WT yeast gro inh	WT yeast gro inh mutant strain	UTI89 phage lysis	GPR35 antagonists	AID2073	NS5 inhibitors	LYP inhibition	RSV antiviral HEp-2	Autophagy mod	Autophagy mod cell loss 18 h	others
CSc1sc(C)cc1C1C(C#N)=C(N)N(c2cccnc2)C2=C1C(=O)CC(C)(C)C2 (stereo not given)	0.8	61	-17	-9	-0.5%	-5%	9%	4%	-5%	-0.7%	i	0
CCCCN(CCCC)C1=Nc2ccccc2N/C1=C(/C#N)C(=O)OCC	3.4	58	68*	-6.0*	4.6%[50 µM]	16%	3%	-21%	-1%	20%	i	6
CCSc1nnc(NC(=O)CSc2nc3c(c(=O)n2-c2ccccc2)SCC3)s1	0.8	51	2	-3	11%	-5%	12%	2%	2%	1.1%	i	-6
Cc1nn(CC(=O)Nc2nc3ccccc3s2)c(C)c1[N+](=O)[O-]	-0.4	40	-13	-2	1.9%	4%	3%	-3%	-1%	1.4%	i	-29
CN1CCN(c2ccc(S(=O)(=O)N3CCOCC3)cc2)CC1	0.2	51	·	·	-0.1%	-4%	8%	0%	-14%	1.0%	·	·
CN(C)CCCN1c2ccc([N+](=O)[O-])cc2CCc2cc([N+](=O)[O-])ccc21	2.0	78	·	·	-0.3%	·	·	-14%	·	-1.0%	·	·
O=C1/C(=C\c2ccco2)NC(=S)N1c1ccccc1	0.8	93	2	4	0.0%	8%	38%	12%	-6%	1.8%	i	9
CCOC(=O)N1CCN(Cc2nc(N)nc(Nc3ccc(OC)cc3)n2)CC1	-0.1	71	2	2	3.7%	-6%	-2%	-2%	-10%	-0.4%	i	-5
CCc1ccc(OC)c(S(=O)(=O)Nc2ccccc2C)c1	0.3	43	0	-5	-0.2%	19%	-11%	-3%	-2%	3.6%	i	8
O=c1c2ccccc2ncn1Cc1ccc(Cl)cc1	-0.5	48	1	6	0.0%	-12%	-4%	-2%	-3%	-1.9%	i	-9
CC(OC(=O)CCN=C1NS(=O)(=O)c2ccccc21)C(=O)Nc1ccccc1F (stereo not given)	2.2	61	·	·	1.0%[50 µM]	·	·	-12%	·	-2.2%	·	·
CCN(CC)C(=O)c1ccc(-c2nnc(Nc3ccc(C(=O)NC)cc3)c3ccccc23)cc1	0.9	64	·	·	-0.5%	5%	15%	2%	-4%	1.5%	·	·
COC(=O)C1=CN(CC2CCCO2)C=C(C(=O)OC)C1c1cc(OC)c(OC)c(OC)c1 (stereo not given)	-0.9	89	12	8	0.2%	7%	4%	1%	-10%	0.8%	i	1
O=C(O)/C=C/c1cn(Cc2ccccc2)nc1-c1ccc(Cl)cc1	-0.5	52	-9	-7	-0.3%	10%	-2%	-8%	-2%	1.8%	i	-2
Cc1ccc(-n2c(SCC(=O)OC(C)C)nnc2-c2ccco2)cc1	-0.5	40	-8	-9	-0.2%	-18%	0%	-9%	12%	1.3%	i	5
CCN(C(=O)CN1CCCCC1)C1(C)C(=O)c2ccccc2C1=O	-0.3	78	7	4	-0.1%	8%	-4%	-3%	-2%	0.6%	i	11
O=C(CN1CCNC(=O)C1)NCCc1ccc(Cl)cc1Cl	-1.0	75	-6	2	0.2%	-3%	5%	6%	-6%	0.8%	i	5
COc1ccc(S(=O)(=O)Nc2cccc(NC(C)=O)c2)cc1	1.7	66	-17	5	1.7%	7%	2%	0%	3%	0.8%	i	1
COc1ccc(CNC(=O)C2CCCN2S(=O)(=O)c2ccc(S(=O)(=O)N(C)C)cc2)cc1 (stereo not given)	1.5	76	-1	13	2.6%	15%	11%	-1%	3%	5.0%	i	16
CCCC12CN3CC(CCC)(CN(C1)C3c1ccco1)C2=O (stereo not given)	0.0	53	·	·	0.0%	-2%	-1%	-1%	-7%	1.6%	·	·
O=C(CN1C(=O)NC2(CCCC2)C1=O)OCCOc1ccc(F)cc1	-0.5	59	·	·	1.5%[50 µM]	·	·	-7%	·	-1.6%	·	·
Cc1cc(C)c(NC(=O)CN(C)S(=O)(=O)c2ccc3c(c2)n(C)c(=O)c(=O)n3C)c(C)c1	1.5	43	·	·	0.3%	12%	6%	-5%	-5%	3.3%	·	·
O=C(O)c1ccc(CS(=O)(=O)c2ccc(Br)cc2)cc1	0.2	63	·	·	0.1%	10%	6%	-3%	-6%	-0.3%	·	·
O=C(COC(=O)CNC(=O)c1ccco1)NCc1ccc(F)cc1	0.5	52	-6	9	0.4%	9%	-2%	-5%	-5%	1.8%	i	4
COC(=O)C1CC(O)CN1S(=O)(=O)c1ccc2ccccc2c1 (stereo not given)	3.1	97	·	·	1.0%[50 µM]	·	·	2%	·	0.5%	·	·
CC(=O)N1CCCc2cc(S(=O)(=O)N3CCN(C4CCCCC4)CC3)ccc21	1.6	63	19	10	1.0%	-5%	18%	5%	-3%	-0.6%	i	4
CCCS(=O)(=O)N1CCN=C1SCc1cccc(C)c1	2.1	69	-6	1	0.1%	-10%	0%	1%	-2%	0.9%	i	-2

Other entries follow.
SMILES	NTR1 agonist	NTR1 agonist cell count 20 µM	WT yeast gro inh	WT yeast gro inh mutant strain	UTI89 phage lysis	GPR35 antagonists	AID2073	NS5 inhibitors	LYP inhibition	RSV antiviral HEp-2	Autophagy mod	Autophagy mod cell loss 18 h	others
O=C(Nc1nnc(-c2ccccc2)o1)NC1CCCCC1	1.1	105	5	-4	0.0%	-6%	-3%	-6%	1%	14%	i	-11
Cc1ccc(-n2c3nc(=O)[nH]c(=O)c-3cc3c(C)nn(-c4ccccc4)c32)c(C)c1	-1.3	42	12	1	2.2%[50 µM]	-12%	20%	5%	-12%	0.9%	i	6
CC1NC(=O)NC1CCCCCC(=O)NCCc1ccccc1 (stereo not given)	-0.8	38	-11	-5	0.7%[50 µM]	11%	-14%	0%	3%	2.6%	i	-4
OCCCn1c(-c2ccccc2)nc(=S)c2c1CCCC2	2.6	76	14	2	-0.6%	-4%	1%	3%	-3%	1.4%	i	-7	NS5 inhibitors pilot replicate=-1.1
CC(=O)c1ccc(NC(=O)CCn2c(=S)oc3ccccc32)cc1	-1.0	94	·	·	0.2%	24%	-1%	-2%	-8%	0.0%	·	·
CNS(=O)(=O)c1cccc(C(=O)OCc2csc(-c3ccccc3)n2)c1	6.6	83	-5	-27	-0.1%	-6%	12%	4%	3%	7.7%	i	-5
